Assay outcomes from PubChem BioAssay.
hgDAF-12 ag = activates the H. glycines DAF-12 receptor ligand-binding domain; HEK293 GAL4-hgDAF12 UAS-luciferase reporter, agonist luminescence; normalized to butyrate control; activation, % at 6.8 µM; hit rate 1.8% among 370,000;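 active means activation above a cutoff set at the mean of all screened compounds plus 3 SD, cut at about 10% in these data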;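 further: 0% = DMSO wells and 100% = sodium butyrate wells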
ssDAF-12 act = activates DAF-12 receptor from parasite S. stercoralis; activation, % at 6.8 µM; HEK293 ssDAF-12/GRIP1 lit1-tk-luc reporter, luminescence; % of 3 µM dafachronic acid response; hit rate 1% among 370,000;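 active means activation above the mean over all tested compounds plus 3 SD, cut at about 0.9% in these data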;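 further: 0% = DMSO-only wells and 100% = 3 µM delta7-dafachronic acid wells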
DAX1 inh-1 = DAX1 (NR0B1) inhibition, primary screen | HEK293T StAR-luciferase reporter, SF-1/DAX-1 repression relief | inhibition, % at 6.8 µM | AID 652010 | hit rate 1.1% among 370,000;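 active means inhibition above the mean over all tested compounds plus 3 SD, cut at about 3.6% in these data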;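 further: 0% = DAX-1 cells with DMSO and 100% = cells lacking DAX-1 with DMSO; higher inhibition means more luminescence from relief of DAX-1 repression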
hcDAF-12 act = H. contortus DAF-12 activation, primary screen. HEK293 hcDAF-12 lit1-tk-luc reporter, luminescence; 0% DMSO, 100% Δ7-dafachronic acid. activation, % at 6.8 µM. hit rate 1.4% among 370,000. AID 652067;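 active means activation above the mean of all tested compounds plus 3 SD, cut at about 5.5% in these data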;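 further: 100% = response to 3 µM Δ7-dafachronic acid high control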
DAX1 inh-2 = inhibitors of human orphan nuclear receptor DAX1 (NR0B1); inhibition, % at 6.75 µM; AID 504766; P51843; hit rate 0.99% among 340,000; HEK293 Gal4-DAX1 luciferase reporter, luminescence;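 active means inhibition above the mean over all tested compounds plus 3 SD, cut at about 4.2% in these data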;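 further: 0% = DAX1-transfected cells with DMSO and 100% = empty-vector control cells with DMSO; inhibition shows as a rise in luminescence from relieved DAX1 repression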
SMARCA2 act = activators of SMARCA2 function | MG213 cells, MMTV-luciferase reporter, dexamethasone, overnight | activation, % at 9.1 µM | hit rate 1% among 370,000; in the data active means activation above about 7.8%;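 further: 0% = vehicle wells and 100% = reference activator wells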
GC-B act = GC-B (human) receptor activation; P20594; HEK293-GC-B cells, CNP EC30, cGMP TR-FRET; 0% at EC30 CNP, 100% saturating CNP; activation, % at 10 µM; hit rate 0.11% among 370,000; AID 1920062;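 active means activation at 10 µM reaching about 35% in either raw or pattern-adjusted values, limit read from the data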
Target sequence (P20594 whole entry, looked up): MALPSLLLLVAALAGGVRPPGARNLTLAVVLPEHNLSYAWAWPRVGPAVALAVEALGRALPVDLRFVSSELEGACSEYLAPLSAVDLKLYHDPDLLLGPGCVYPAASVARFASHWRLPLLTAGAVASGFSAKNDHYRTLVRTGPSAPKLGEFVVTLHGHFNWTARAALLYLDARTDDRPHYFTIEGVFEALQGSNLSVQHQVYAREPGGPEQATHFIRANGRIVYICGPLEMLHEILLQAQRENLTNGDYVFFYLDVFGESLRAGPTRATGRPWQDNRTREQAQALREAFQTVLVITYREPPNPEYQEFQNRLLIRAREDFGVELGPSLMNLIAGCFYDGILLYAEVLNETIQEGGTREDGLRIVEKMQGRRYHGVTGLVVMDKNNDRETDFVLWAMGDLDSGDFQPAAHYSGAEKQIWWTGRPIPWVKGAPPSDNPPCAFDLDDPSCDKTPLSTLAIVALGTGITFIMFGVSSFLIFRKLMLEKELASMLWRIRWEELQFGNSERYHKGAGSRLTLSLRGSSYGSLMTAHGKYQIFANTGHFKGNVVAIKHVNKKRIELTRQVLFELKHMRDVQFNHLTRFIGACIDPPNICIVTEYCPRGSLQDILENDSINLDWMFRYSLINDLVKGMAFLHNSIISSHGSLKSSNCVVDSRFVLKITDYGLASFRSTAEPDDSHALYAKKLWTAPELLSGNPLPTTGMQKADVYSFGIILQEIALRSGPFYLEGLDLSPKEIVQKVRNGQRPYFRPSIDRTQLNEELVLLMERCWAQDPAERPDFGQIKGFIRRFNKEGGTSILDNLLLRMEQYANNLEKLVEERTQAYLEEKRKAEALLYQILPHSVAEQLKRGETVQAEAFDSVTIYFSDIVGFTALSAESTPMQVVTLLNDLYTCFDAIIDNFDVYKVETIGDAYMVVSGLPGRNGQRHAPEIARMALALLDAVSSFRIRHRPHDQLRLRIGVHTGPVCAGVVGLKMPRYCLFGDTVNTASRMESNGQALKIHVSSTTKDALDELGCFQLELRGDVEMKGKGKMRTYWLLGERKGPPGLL
NPR1 activator = GC-A (human) enzyme activation; P16066; HEK293 GC-A cells, cGMP TR-FRET, EC30 ANP; 0% at EC30 ANP, 100% saturating ANP; activation, % at 10 µM; hit rate 0.14% among 370,000; in the data active means activation above about 40%
FXN GAA850 act = increases GAA850 frataxin promoter reporter activity; hit rate 0.56% among 360,000; AID 540364; HEK293 lucGAA850 FXN promoter luciferase reporter, 24 h; percent of 10 µM SAHA response; activation, % at 6 µM;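 active means activation above the average of all compounds screened plus 3 SD, cutoff fixed separately per campaign, cut at about 7.5% in these data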;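 further: 0% = DMSO wells and 100% = 10 µM SAHA wells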
sPLA2-III inh = Inhibits HGIII-sPLA2 liposome hydrolysis, primary screen. hit rate 0.56% among 370,000. Q9NZ20. inhibition, % at 12.2 µM. QFRET BODIPY PC-A2 liposome hydrolysis, fluorescence;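 active means inhibition above mean plus 3 SD of compounds lying within the high and low control bounds, cut at about 19% in these data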;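 further: 0% = median of test compound wells and 100% = no enzyme DMSO wells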
ADAM10 inh = inhibits human ADAM10 | hit rate 0.62% among 370,000 | AID 720582 | recombinant ADAM10, EDANS/DABCYL FRET peptide cleavage, 3 h | O14672 | inhibition, % at 7 µM;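 active means inhibition above a per-campaign cutoff equal to the mean of compounds falling between control-based bounds plus 3 SD, cut at about 20% in these data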;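 further: 0% = DMSO wells while the 100% control is not disclosed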
* hit, by the source's call. Compounds were not picked by outcome; any-hit rate near 6.6%.

C[C@@H]1CN([C@H](C)CO)C(=O)c2cccc(NS(=O)(=O)c3cccs3)c2O[C@H]1CN(C)Cc1ccccc1 was read as hgDAF-12 ag -1.1, ssDAF-12 act -1.5, DAX1 inh-1 -1.0, hcDAF-12 act -1.6, DAX1 inh-2 -1.9, SMARCA2 act 0, GC-B act 3, NPR1 activator -4, FXN GAA850 act -5.7, sPLA2-III inh -5 and ADAM10 inh -8.
`CCOC(=O)c1c(C)[nH]c(C)c1C(=O)COC(=O)c1ccc(Cl)c(S(N)(=O)=O)c1` gave hgDAF-12 ag -0.4, ssDAF-12 act -1.1, DAX1 inh-1 -1.0, hcDAF-12 act -0.6, DAX1 inh-2 -0.7, SMARCA2 act 0, GC-B act 2, NPR1 activator -1, FXN GAA850 act 2.0, sPLA2-III inh -25 and ADAM10 inh 4.
COc1ccc(N(CC(=O)NCc2ccccc2)C(=O)CCC(=O)Nc2cc(C)ccn2)c(OC)c1 was read as hgDAF-12 ag -2.7, ssDAF-12 act -1.2, DAX1 inh-1 -0.6, hcDAF-12 act -1.7, DAX1 inh-2 -0.8, SMARCA2 act -1, GC-B act -7, NPR1 activator -6, FXN GAA850 act -1.5, sPLA2-III inh -8 and ADAM10 inh -64.
Screening COC(C[C@@H](O)CC(=O)COCc1ccccc1)OC returned hgDAF-12 ag 3.5, ssDAF-12 act -1.4, DAX1 inh-1 0.4, hcDAF-12 act -1.7, DAX1 inh-2 1.2, SMARCA2 act 0, GC-B act 2, NPR1 activator 2, FXN GAA850 act 0.4, sPLA2-III inh 4 and ADAM10 inh -2.
Cc1ccc(NC(=O)C(C)OC(=O)CCC2CCCCC2)cc1 (centres undefined) was read as hgDAF-12 ag -0.4, ssDAF-12 act -0.6, DAX1 inh-1 0.7, hcDAF-12 act -0.5, DAX1 inh-2 -0.7, SMARCA2 act -1, GC-B act 2, NPR1 activator 3, FXN GAA850 act -0.4, sPLA2-III inh -3 and ADAM10 inh -2.
O=C(CNC(=S)N(Cc1ccccc1)Cc1cccnc1)NC1CCCCC1 was read as hgDAF-12 ag 2.8, ssDAF-12 act -0.7, DAX1 inh-1 0.0, hcDAF-12 act -1.6, DAX1 inh-2 0.4, SMARCA2 act -5, GC-B act -2, NPR1 activator 2, FXN GAA850 act -0.9, sPLA2-III inh 2 and ADAM10 inh -5.
`Cc1nn2c(-c3ccccc3)nnc2c2ccccc12` gave hgDAF-12 ag 2.0, ssDAF-12 act 0.5, DAX1 inh-1 1.3, hcDAF-12 act 4.3, DAX1 inh-2 1.1, SMARCA2 act 2, GC-B act -5, NPR1 activator 2, FXN GAA850 act 5.5, sPLA2-III inh 1 and ADAM10 inh -16.
`N#CCCCN1C(=O)C(O)(CC(=O)c2ccc3c(c2)OCCO3)c2ccccc21` (centres undefined) gave hgDAF-12 ag -0.7, ssDAF-12 act -0.9, DAX1 inh-1 -0.5, hcDAF-12 act 0.2, DAX1 inh-2 0.1, SMARCA2 act 0, GC-B act 5, NPR1 activator -4, FXN GAA850 act -1.7, sPLA2-III inh 2 and ADAM10 inh 6.
Screening CC(C)NC(=O)NC(=O)CSc1nnc(C(F)(F)F)n1C returned hgDAF-12 ag 2.9, ssDAF-12 act 0.0, DAX1 inh-1 0.4, hcDAF-12 act -1.3, DAX1 inh-2 1.1, SMARCA2 act -2, GC-B act 2, NPR1 activator 2, FXN GAA850 act 1.1, sPLA2-III inh 2 and ADAM10 inh -1.
`N#Cc1cc([N+](=O)[O-])cnc1NCC(O)CO` (centres undefined) gave hgDAF-12 ag -2.2, ssDAF-12 act -1.2, DAX1 inh-1 -0.7, hcDAF-12 act -0.5, DAX1 inh-2 -0.4, SMARCA2 act -2, GC-B act 0, NPR1 activator 3, FXN GAA850 act -1.2, sPLA2-III inh 6 and ADAM10 inh -8.
Cc1[nH]c(=O)c(C(=O)/C=C/c2ccccc2F)c2c1CCCC2 was read as hgDAF-12 ag -8.7, ssDAF-12 act -1.8, DAX1 inh-1 -4.7, hcDAF-12 act -2.3, DAX1 inh-2 -3.9, SMARCA2 act -8, GC-B act 12, NPR1 activator 18, FXN GAA850 act -17, sPLA2-III inh -8 and ADAM10 inh 3.
CC(=O)NS(=O)(=O)c1ccc(NC(=O)c2ccc(NC(=O)c3cccs3)cc2)cc1 was read as hgDAF-12 ag -0.6, ssDAF-12 act -0.8, DAX1 inh-1 0.4, hcDAF-12 act 0.0, DAX1 inh-2 -0.4, SMARCA2 act -2, GC-B act -1, NPR1 activator 1, FXN GAA850 act 0.8, sPLA2-III inh 8 and ADAM10 inh -5.
For CC(C)c1ccc(NC2CCCN(C(=O)c3cccc(N4CCNC4=O)c3)C2)cc1 (centres undefined) the results were hgDAF-12 ag -0.8, ssDAF-12 act -1.2, DAX1 inh-1 0.4, hcDAF-12 act -1.2, DAX1 inh-2 0.5, SMARCA2 act -1, GC-B act -4, NPR1 activator -3, FXN GAA850 act 1.7, sPLA2-III inh -3 and ADAM10 inh -7.
Screening COC(=O)C1=CN(C(C)C)C=C(C(=O)OC)C1c1cccc(OC)c1 returned hgDAF-12 ag 1.4, ssDAF-12 act -1.3, DAX1 inh-1 0.1, hcDAF-12 act -2.3, DAX1 inh-2 1.1, SMARCA2 act -4, GC-B act -5, NPR1 activator 3, FXN GAA850 act 1.8, sPLA2-III inh 3 and ADAM10 inh inactive.
For O=C(C1=NNCC1c1ccccc1)C1CO1 (centres undefined) the results were hgDAF-12 ag -1.6, ssDAF-12 act -1.2, DAX1 inh-1 -0.5, hcDAF-12 act -0.1, DAX1 inh-2 2.6, SMARCA2 act 0, GC-B act -8, NPR1 activator 1, FXN GAA850 act -0.2, sPLA2-III inh 2 and ADAM10 inh -6.
Cc1cc(NC(=O)CCC(=O)N(c2cccc(F)c2)C(C(=O)NC2CCCC2)c2ccc(C)o2)no1 (centres undefined) was read as hgDAF-12 ag -0.7, ssDAF-12 act -1.6, DAX1 inh-1 -0.1, hcDAF-12 act -2.8, DAX1 inh-2 2.3, SMARCA2 act 2, GC-B act -3, NPR1 activator -6, FXN GAA850 act 1.4, sPLA2-III inh -10 and ADAM10 inh 3.
Cc1nccn1CCCNC(=O)CC1C(=O)NCCN1Cc1ccc(F)cc1Cl (centres undefined) was read as hgDAF-12 ag -0.4, ssDAF-12 act -0.9, DAX1 inh-1 1.1, hcDAF-12 act 1.3, DAX1 inh-2 0.7, SMARCA2 act 0, GC-B act 3, NPR1 activator -1, FXN GAA850 act -0.5, sPLA2-III inh -5 and ADAM10 inh -1.
Cc1ccc(Cn2c(N)c(S(=O)(=O)c3cccs3)c3nc4ccccc4nc32)cc1 was read as hgDAF-12 ag 1.4, ssDAF-12 act -1.5, DAX1 inh-1 -0.4, hcDAF-12 act 1.3, DAX1 inh-2 -0.3, SMARCA2 act -3, GC-B act 3, NPR1 activator 8, FXN GAA850 act -1.4, sPLA2-III inh 1 and ADAM10 inh -95.
Screening COc1ccc(CNC(=O)CNC(c2ccccc2)c2ccccc2)cc1OC returned hgDAF-12 ag -1.7, ssDAF-12 act -0.8, DAX1 inh-1 0.6, hcDAF-12 act -0.3, DAX1 inh-2 -0.7, SMARCA2 act -3, GC-B act -3, NPR1 activator -7, FXN GAA850 act 0.5, sPLA2-III inh 7 and ADAM10 inh -7.
For COc1ccc(/C=N/NC(=O)CNc2n[nH]c(=O)[nH]c2=O)cc1OC the results were hgDAF-12 ag 1.0, ssDAF-12 act -0.8, DAX1 inh-1 0.4, hcDAF-12 act -2.1, DAX1 inh-2 -0.3, SMARCA2 act 1, GC-B act 7, NPR1 activator -1, FXN GAA850 act 0.6, sPLA2-III inh 5 and ADAM10 inh 3.
For COc1ccc(N2CCN(S(=O)(=O)c3ccc(OC)c(C(=O)N4CCCC4)c3)CC2)cc1 the results were hgDAF-12 ag -0.5, ssDAF-12 act -0.5, DAX1 inh-1 -0.8, hcDAF-12 act -1.9, DAX1 inh-2 -1.1, SMARCA2 act -4, GC-B act 3, NPR1 activator 0, FXN GAA850 act -2.4, sPLA2-III inh 8 and ADAM10 inh 5.
Screening C/C=C(/C)C(=O)Nc1cccc(C2=NOC3(C2)C[C@H](C(N)=O)N(C(=O)c2ccccc2)C3)c1 (some centres undefined) returned hgDAF-12 ag 0.5, ssDAF-12 act -0.6, DAX1 inh-1 -0.4, hcDAF-12 act -2.1, DAX1 inh-2 -0.6, SMARCA2 act 0, GC-B act 6, NPR1 activator 1, FXN GAA850 act -1.9, sPLA2-III inh 3 and ADAM10 inh -4.
`Cc1cc2[nH]c(=O)c(=O)[nH]c2cc1S(=O)(=O)Nc1cccc(C)c1C` gave hgDAF-12 ag -0.2, ssDAF-12 act -1.3, DAX1 inh-1 0.5, hcDAF-12 act 0.8, DAX1 inh-2 2.9, SMARCA2 act -1, GC-B act -5, NPR1 activator 4, FXN GAA850 act -1.1, sPLA2-III inh -9 and ADAM10 inh -36.
`Cc1ccc(CNC(=O)c2ccc(-n3cccc3)cc2)cc1` gave hgDAF-12 ag 1.6, ssDAF-12 act -0.6, DAX1 inh-1 -0.2, hcDAF-12 act -0.7, DAX1 inh-2 0.0, SMARCA2 act 1, GC-B act 2, NPR1 activator -9, FXN GAA850 act 0.1, sPLA2-III inh -10 and ADAM10 inh -2.
For O=C(CSc1n[nH]c(-c2ccccc2O)n1)N1CCCc2ccccc21 the results were hgDAF-12 ag 2.7, ssDAF-12 act -1.9, DAX1 inh-1 -1.3, hcDAF-12 act -2.4, DAX1 inh-2 -0.7, SMARCA2 act -1, GC-B act -2, NPR1 activator 2, FXN GAA850 act -1.1, sPLA2-III inh -40 and ADAM10 inh -3.
Cc1ccc2c3c1C1(C(=O)N3C(C)(C)CC2C)C(C#N)=C(N)Oc2cc(O)ccc21 (centres undefined) was read as hgDAF-12 ag -2.9, ssDAF-12 act -0.8, DAX1 inh-1 -0.3, hcDAF-12 act -1.3, DAX1 inh-2 -1.5, SMARCA2 act -1, GC-B act -8, NPR1 activator 11, FXN GAA850 act -4.5, sPLA2-III inh -53 and ADAM10 inh 18.

Taken from the listing for reference:
For COc1ccc(N2CCN(S(=O)(=O)c3ccc(OC)c(C(=O)N4CCCC4)c3)CC2)cc1 the results were hgDAF-12 ag -0.5, ssDAF-12 act -0.5, DAX1 inh-1 -0.8, hcDAF-12 act -1.9, DAX1 inh-2 -1.1, SMARCA2 act -4, GC-B act 3, NPR1 activator 0, FXN GAA850 act -2.4, sPLA2-III inh 8 and ADAM10 inh 5.
Screening C/C=C(/C)C(=O)Nc1cccc(C2=NOC3(C2)C[C@H](C(N)=O)N(C(=O)c2ccccc2)C3)c1 (some centres undefined) returned hgDAF-12 ag 0.5, ssDAF-12 act -0.6, DAX1 inh-1 -0.4, hcDAF-12 act -2.1, DAX1 inh-2 -0.6, SMARCA2 act 0, GC-B act 6, NPR1 activator 1, FXN GAA850 act -1.9, sPLA2-III inh 3 and ADAM10 inh -4.
